IL1B NFkB pot = enhances IL-1B driven NFkB nuclear translocation; HUVEC IL-1B NFkB p65 nuclear translocation imaging; 94,000 tested, 0.3% active; AID 819; activation, % at 2 µM;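 active means activation above 40%, about the mean plus 3 SD, also judged a hit on visual image review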;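 further: percent activation is computed from the nuclear over cytoplasmic p65 intensity ratio; values of inactives mirror those of a sister screen read the other way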
PLAP inhibitors HTS = inhibition of human placental alkaline phosphatase – biochemical, luminescence, HTS (AID 690); purified PLAP, luminescent substrate; higher % means a stronger effect; inhibition, % at 20 µM, or IC50 in µM where a hit was titrated; 96,000 tested, 0.08% active; in the data active means a potency from the dose series; inactive means the rest, 99 in 100 with inhibition below about 30%; further: strong numbers were not always called active
IL1B NFkB inh = blocks IL-1B driven NFkB nuclear translocation in HUVEC cells; HUVEC IL-1B NFkB p65 nuclear translocation imaging; inhibition, % at 2 µM; 94,000 tested, 0.43% active; AID 796;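 active means inhibition above about 30% together with a positive call from visual inspection of the well image, limit read from the data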;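 further: nuclear over cytoplasmic p65 intensity ratio measured by imaging; 0% = IL-1B stimulated DMSO wells and 100% = unstimulated DMSO wells; values of inactives mirror those of a sister screen read the other way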
Bcl-B TR3 displacers = displacers of TR3 peptide from Bcl-B, primary screen, selectivity assay for Bfl-1 inhibitor project, biochemical, fluorescence polarization. FP displacement of FITC-TR3 peptide from Bcl-B; higher % means a stronger effect. one-dose displacement, % at 20 µM; IC50 in µM for titrated hits. 96,000 tested, 0.11% active. AID 748;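 active means displacement above 50% at 20 µM plus a fluorescence interference ratio under 1.5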;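 further: plate controls were wells without compound for no effect and wells lacking Bcl-B protein for full effect; a part of the inactive calls stands beside numbers as strong as those of hits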
MRP reversal = reverses drug resistance mediated by MRP | H69AR cells + 2 uM doxorubicin, CellTiter-Glo, 72 h | differential viability (reversal), % at 10 µM | 85,000 tested, 0.04% active | AID 602;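 active means viability drop by adding the cancer drug above about 55%, with treated viability meeting a 40% cutoff, limit read from the data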;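 further: viability without doxorubicin minus viability with 2 µM doxorubicin for each compound; larger differential means the compound sensitizes cells more to doxorubicin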
MRP reversal cytotoxicity = also measured in MRP reversal; calls as there; viability, %; H69AR cells, CellTiter-Glo, 72 h; measured here: cytotoxicity without doxorubicin
MRP reversal with doxorubicin = further read-out of MRP reversal, marked with its call; viability, %; measured here: viability with 2 uM doxorubicin; active compounds read low
IL1B NFkB inh cell count 2 µM = second read-out of IL1B NFkB inh, no call of its own (marks repeat the call); cell count; measured here: cells passing quality filter;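 raw number of nuclei counted in each imaged well without normalization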
IL1B NFkB pot cell count 2 µM = second read-out of IL1B NFkB pot, no call of its own (marks repeat the call); cell count; measured here: cells passing quality filter
An asterisk follows results filed as active; x = no result given. These rows are one share of the data, so the mix of outcomes need not match the whole.

Codes – A = IL1B NFkB pot; B = IL1B NFkB pot cell count 2 µM; C = PLAP inhibitors HTS; D = IL1B NFkB inh; E = IL1B NFkB inh cell count 2 µM; F = Bcl-B TR3 displacers; G = MRP reversal; H = MRP reversal cytotoxicity; I = MRP reversal with doxorubicin
Structure: CCOCCCNc1ncc2c(n1)CC(c1ccc(C)cc1)CC2=O (stereo not drawn)
  A: 3	B: 86	C: 11%	D: -4	E: 86	F: -2%	G: -5	H: 83	I: 88

Structure: Nc1nc2n(n1)C(c1ccco1)CC(c1ccccc1)N2 (stereo not drawn)
  A: -1	B: 153	C: x	D: 1	E: 153	F: x	G: 5	H: 97	I: 92

Structure: C[C@@H](Nc1nc(-c2ccccc2)nc2c1oc1ccccc12)C(=O)O
  A: 1	B: 98	C: -13%	D: -1	E: 98	F: -12%	G: -19	H: 63	I: 82

Structure: Cc1ccc2c(c1)N(CCC(=O)NCc1ccc3c(c1)OCO3)C(=O)CO2
  A: -10	B: 205	C: -4%	D: 10	E: 205	F: -4%	G: 17	H: 105	I: 88

Structure: CCOC(=O)c1c(NC(=O)CSc2nnnn2CC)sc(C)c1C
  A: 17	B: 132	C: -49%	D: -17	E: 132	F: -9%	G: -45	H: 31	I: 75

Structure: COc1ccc2[nH]c(=O)c(CN(C)C(=O)COc3ccccc3)cc2c1
  A: 4	B: 142	C: 10%	D: -4	E: 142	F: -1%	G: 0	H: 85	I: 85

Structure: COC(=O)c1ccccc1NC=C1C(=O)OC2(CCCCC2)OC1=O
  A: x	B: x	C: 8%	D: x	E: x	F: -6%	G: 10	H: 98	I: 87

Structure: Cc1cc(=O)[nH]c(SCC(=O)Nc2nc3c(s2)CCCC3)n1
  A: 13	B: 115	C: 5%	D: -13	E: 115	F: 0%	G: 6	H: 89	I: 83

Structure: CCc1ccc2nc(N3C(=O)C(O)=C(C(=O)c4ccco4)C3c3cccs3)sc2c1 (stereo not drawn)
  A: 6	B: 139	C: x	D: -6	E: 139	F: x	G: x	H: x	I: x

Structure: O=S(=O)(Nc1ccc2nc(C(F)(F)F)[nH]c2c1)c1ccccc1
  A: 16	B: 140	C: -11%	D: -16	E: 140	F: -2%	G: 6	H: 99	I: 93

Structure: CN(c1ccccc1C(=O)Nc1cccc(Cl)c1Cl)S(C)(=O)=O
  A: -18	B: 128	C: -81%	D: 18	E: 128	F: 3%	G: -7	H: 97	I: 104

Structure: CCOC(=O)/C(C#N)=C1/C=CN(Cc2ccccc2)C=N1
  A: 11	B: 143	C: 7%	D: -11	E: 143	F: 2%	G: 7	H: 85	I: 78

Structure: O=C(Nc1cccc(Cl)c1N1CCCC1)c1cc2ccccc2o1
  A: -10	B: 110	C: -11%	D: 10	E: 110	F: -3%	G: -5	H: 70	I: 75

Structure: O=C(NNC1=C(C(=O)C(F)(F)F)CCC1)c1ccc(Cl)cc1
  A: 8	B: 152	C: -22%	D: -8	E: 152	F: -5%	G: -28	H: 45	I: 74

Structure: Cc1ccc(NC(=O)N/C=C/c2ccc(Cl)cc2)cc1
  A: -8	B: 122	C: -16%	D: 8	E: 122	F: 7%	G: x	H: x	I: x

A section of the results above:
Codes – A = IL1B NFkB pot; B = IL1B NFkB pot cell count 2 µM; C = PLAP inhibitors HTS; D = IL1B NFkB inh; E = IL1B NFkB inh cell count 2 µM; F = Bcl-B TR3 displacers; G = MRP reversal; H = MRP reversal cytotoxicity; I = MRP reversal with doxorubicin
Structure: CCOCCCNc1ncc2c(n1)CC(c1ccc(C)cc1)CC2=O (stereo not drawn)
  A: 3	B: 86	C: 11%	D: -4	E: 86	F: -2%	G: -5	H: 83	I: 88

Structure: Nc1nc2n(n1)C(c1ccco1)CC(c1ccccc1)N2 (stereo not drawn)
  A: -1	B: 153	C: x	D: 1	E: 153	F: x	G: 5	H: 97	I: 92

Structure: C[C@@H](Nc1nc(-c2ccccc2)nc2c1oc1ccccc12)C(=O)O
  A: 1	B: 98	C: -13%	D: -1	E: 98	F: -12%	G: -19	H: 63	I: 82

Structure: Cc1ccc2c(c1)N(CCC(=O)NCc1ccc3c(c1)OCO3)C(=O)CO2
  A: -10	B: 205	C: -4%	D: 10	E: 205	F: -4%	G: 17	H: 105	I: 88

Structure: CCOC(=O)c1c(NC(=O)CSc2nnnn2CC)sc(C)c1C
  A: 17	B: 132	C: -49%	D: -17	E: 132	F: -9%	G: -45	H: 31	I: 75

Structure: COc1ccc2[nH]c(=O)c(CN(C)C(=O)COc3ccccc3)cc2c1
  A: 4	B: 142	C: 10%	D: -4	E: 142	F: -1%	G: 0	H: 85	I: 85

Structure: COC(=O)c1ccccc1NC=C1C(=O)OC2(CCCCC2)OC1=O
  A: x	B: x	C: 8%	D: x	E: x	F: -6%	G: 10	H: 98	I: 87

Structure: Cc1cc(=O)[nH]c(SCC(=O)Nc2nc3c(s2)CCCC3)n1
  A: 13	B: 115	C: 5%	D: -13	E: 115	F: 0%	G: 6	H: 89	I: 83

Structure: CCc1ccc2nc(N3C(=O)C(O)=C(C(=O)c4ccco4)C3c3cccs3)sc2c1 (stereo not drawn)
  A: 6	B: 139	C: x	D: -6	E: 139	F: x	G: x	H: x	I: x

Structure: O=S(=O)(Nc1ccc2nc(C(F)(F)F)[nH]c2c1)c1ccccc1
  A: 16	B: 140	C: -11%	D: -16	E: 140	F: -2%	G: 6	H: 99	I: 93

Structure: CN(c1ccccc1C(=O)Nc1cccc(Cl)c1Cl)S(C)(=O)=O
  A: -18	B: 128	C: -81%	D: 18	E: 128	F: 3%	G: -7	H: 97	I: 104

Structure: CCOC(=O)/C(C#N)=C1/C=CN(Cc2ccccc2)C=N1
  A: 11	B: 143	C: 7%	D: -11	E: 143	F: 2%	G: 7	H: 85	I: 78

Structure: O=C(Nc1cccc(Cl)c1N1CCCC1)c1cc2ccccc2o1
  A: -10	B: 110	C: -11%	D: 10	E: 110	F: -3%	G: -5	H: 70	I: 75

Structure: O=C(NNC1=C(C(=O)C(F)(F)F)CCC1)c1ccc(Cl)cc1
  A: 8	B: 152	C: -22%	D: -8	E: 152	F: -5%	G: -28	H: 45	I: 74

(continued)
Codes – A = IL1B NFkB pot; B = IL1B NFkB pot cell count 2 µM; C = PLAP inhibitors HTS; D = IL1B NFkB inh; E = IL1B NFkB inh cell count 2 µM; F = Bcl-B TR3 displacers; G = MRP reversal; H = MRP reversal cytotoxicity; I = MRP reversal with doxorubicin
Structure: Cc1cc(C)n(C(=O)c2ccc(C)c(S(=O)(=O)N3CCCC3)c2)n1
  A: 5	B: 84	C: -17%	D: -5	E: 84	F: 4%	G: 1	H: 91	I: 90

Structure: Cc1ccc(S(=O)(=O)N2CCN(C(=O)CN3CCCCC3)C2C(C)C)cc1 (stereo not drawn)
  A: x	B: x	C: -70%	D: x	E: x	F: 2%	G: 0	H: 81	I: 81

Structure: Cc1nc2c(-c3ccc(F)cc3)c(C)nn2c(C)c1CCC(=O)N1CCC(Cc2ccccc2)CC1
  A: -14	B: 49	C: -74%	D: 14	E: 49	F: -6%	G: 35	H: 86	I: 52

Structure: Nc1c(C(=O)NCc2ccccc2)sc2nc3c(cc12)C(=O)CCC3
  A: 4	B: 162	C: -6%	D: -4	E: 162	F: -4%	G: -5	H: 66	I: 71

Structure: CCOC(=O)c1c(C)sc2c1N(C(=O)CN1CCOCC1)c1cc(Cl)ccc1S2
  A: 11	B: 127	C: -46%	D: -11	E: 127	F: 9%	G: 1	H: 73	I: 71

Structure: COc1ccccc1CNc1ncnc2c1nnn2Cc1ccccc1
  A: -5	B: 99	C: 7%	D: 4	E: 99	F: 6%	G: -5	H: 80	I: 85

Structure: COc1ccc(C(=O)NCCc2ccc(S(N)(=O)=O)cc2)cc1OC
  A: -8	B: 99	C: 4%	D: 8	E: 99	F: -4%	G: -2	H: 93	I: 95

Structure: Cc1ccc(OC(C)C(=O)N2CCCc3ccccc32)cc1 (stereo not drawn)
  A: -1	B: 158	C: 16%	D: 1	E: 158	F: 0%	G: -3	H: 73	I: 76

Structure: CC(=O)c1cccc(NC(=O)C2CCN(S(=O)(=O)c3ccccc3)CC2)c1
  A: 26	B: 48	C: 18%	D: -26	E: 48	F: 0%	G: -14	H: 71	I: 85

Structure: COc1ccc(S(=O)(=O)CCC(=O)NCCc2ccc(C)cc2)cc1
  A: 6	B: 200	C: -59%	D: -6	E: 200	F: 0%	G: 8	H: 94	I: 86

Structure: Clc1ccc(COc2ccccc2CNCc2cccnc2)cc1
  A: 6	B: 147	C: -71%	D: -6	E: 147	F: -8%	G: x	H: x	I: x

Structure: O=C(/C=C/c1c(Cl)cccc1Cl)Nc1ccncc1
  A: 5	B: 170	C: 13%	D: -5	E: 170	F: -9%	G: x	H: x	I: x

Structure: COc1ccc(NC(=O)C2CCN(S(C)(=O)=O)CC2)cc1
  A: -43	B: 108	C: 17%	D: 42*	E: 108*	F: 3%	G: -4	H: 94	I: 98

Structure: Cc1sc2nc(CSc3nnc(Cc4cccs4)n3C3CCCCC3)[nH]c(=O)c2c1C
  A: 6	B: 147	C: -35%	D: -6	E: 147	F: -116%	G: -9	H: 62	I: 71

Structure: Cc1ccccc1S(=O)(=O)Cc1ccc(C(=O)NCc2cccs2)o1
  A: 9	B: 153	C: 24%	D: -9	E: 153	F: 8%	G: -1	H: 88	I: 90

Structure: O=C(CN1C(=O)NC2(CCCC2)C1=O)Nc1ccc(F)cc1
  A: 8	B: 195	C: 1%	D: -8	E: 195	F: 6%	G: x	H: x	I: x

Structure: CCn1c(=O)cc(OCC(=O)Nc2nc(C)cs2)c2ccccc21
  A: 3	B: 66	C: 12%	D: -3	E: 66	F: 1%	G: 0	H: 84	I: 84

Screening results from PubChem.
